Assay outcomes deposited in PubChem BioAssay by several laboratories.
ABHD4 inh – ABHD4 inhibitors, primary screen, biochemical, fluorescence polarization, mouse | inhibition, % at 8.92 µM | (Lyso)-N-acylphosphatidylethanolamine lipase (Mus musculus), Q8VD66 | hit rate 0.54% among 370,000 | AID 720543, 2013 | purified mABHD4, FP-Rh probe fluorescence polarization;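 active means inhibition exceeding the mean over every tested compound plus 3 SD, cut at about 30% in these data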;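 further: 0% = plate median of compound wells and 100% = S159A mutant with DMSO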
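Test system: mABHD4 protein | Buffer or medium: HEPES pH 7.0 buffer, 150 mM NaCl, 0.01% Pluronic F-127 | Probe or stimulus: FP-Rh fluorescent activity-based probe, added after compound pre-incubation | Timing: Pre-incubation 45 min, probe exposure 60 min, at 25 °C | Technique: Fluorescence polarization, excitation 525 nm, emission 598 nm, BODIPY TMR filters | Repeats: Single well per compound (singlicate)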
rCAG binder – binders of r(CAG) RNA repeats, primary screen, biochemical, fluorescence; inhibition, % at 3 µM; r(CAG) RNA repeat, TO-PRO-1 dye displacement fluorescence; hit rate 1.3% among 370,000;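 active means inhibition above the plate cutoff, the mean of all test compounds on that plate plus 3 SD, cut at about 35% in these data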;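 further: 0% = DMSO alone and 100% = 100 µM mitoxantrone as full dye displacement; higher means more dye released from RNA so lower well fluorescence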
TCR CD3 inh – inhibitors of human TCR-CD3 interaction, primary screen, biochemical, fluorescence, TAMRA-labeled TCR probe; T-cell receptor (TCR); hit rate 0.37% among 360,000; inhibition, % at 9.4 µM; in the data active means inhibition above about 19%;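 further: recombinant mutant TCR 2C K166C tagged with TAMRA read by polarization; 0% = receptor in buffer alone and 100% = receptor with positive control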
HTRA1 inhibitor – HTRA1 serine protease inhibitors, primary screen, biochemical, fluorescence polarization, HTS. recombinant HTRA1, FP-rhodamine activity-based probe. hit rate 0.5% among 340,000. Q92743. inhibition, % at 5.96 µM; in the data active means inhibition above about 36%;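 further: 0% = enzyme with DMSO and 100% = wells lacking enzyme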
PRMT1 FP inh – PRMT1 methyltransferase inhibitors, primary screen, biochemical, fluorescence polarization; recombinant PRMT1, activity-based probe fluorescence polarization; Protein arginine N-methyltransferase 1 (Homo sapiens), Q99873; AID 652257, 2013; hit rate 1.3% among 370,000; inhibition, % at 2.79 µM;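 active means inhibition above about 21% made by adding two undisclosed values, limit read from the data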
Target sequence (Q99873 whole entry, looked up): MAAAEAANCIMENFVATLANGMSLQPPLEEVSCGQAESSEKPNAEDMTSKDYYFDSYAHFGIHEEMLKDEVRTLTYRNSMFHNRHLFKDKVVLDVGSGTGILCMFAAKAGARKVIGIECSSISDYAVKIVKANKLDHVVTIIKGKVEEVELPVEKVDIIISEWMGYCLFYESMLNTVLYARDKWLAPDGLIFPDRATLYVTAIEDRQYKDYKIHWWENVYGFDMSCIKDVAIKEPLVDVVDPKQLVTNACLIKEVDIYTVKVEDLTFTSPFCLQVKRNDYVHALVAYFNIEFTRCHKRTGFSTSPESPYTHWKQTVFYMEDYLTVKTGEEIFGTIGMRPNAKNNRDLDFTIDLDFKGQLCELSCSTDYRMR
PG9 Ab binder – binders of HIV-1 gp120 antibody PG9, primary screen, biochemical, TR-FRET | HIV-1 gp120 / PG9 antibody interaction | TR-FRET gp120-PG9 antibody binding | inhibition, % at 6.7 µM | hit rate 0.43% among 360,000; in the data active means inhibition above about 8.5%
SIAE primary – human SIAE inhibitors, primary screen, biochemical, fluorescence polarization, FP-Rh probe, 1536-well HTS; hit rate 0.69% among 370,000; Sialate O-acetylesterase (Homo sapiens), Q9HAT2; SIAE FP-Rh probe binding; inhibition, % at 9.66 µM; AID 1053197, 2014;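 active means inhibition above a cutoff: mean of compounds within the control limits plus 3 SD of those, cut at about 17% in these data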;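 further: 0% = plate median of compound wells and 100% = probe without SIAE protein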
Target sequence (Q9HAT2 whole entry, looked up): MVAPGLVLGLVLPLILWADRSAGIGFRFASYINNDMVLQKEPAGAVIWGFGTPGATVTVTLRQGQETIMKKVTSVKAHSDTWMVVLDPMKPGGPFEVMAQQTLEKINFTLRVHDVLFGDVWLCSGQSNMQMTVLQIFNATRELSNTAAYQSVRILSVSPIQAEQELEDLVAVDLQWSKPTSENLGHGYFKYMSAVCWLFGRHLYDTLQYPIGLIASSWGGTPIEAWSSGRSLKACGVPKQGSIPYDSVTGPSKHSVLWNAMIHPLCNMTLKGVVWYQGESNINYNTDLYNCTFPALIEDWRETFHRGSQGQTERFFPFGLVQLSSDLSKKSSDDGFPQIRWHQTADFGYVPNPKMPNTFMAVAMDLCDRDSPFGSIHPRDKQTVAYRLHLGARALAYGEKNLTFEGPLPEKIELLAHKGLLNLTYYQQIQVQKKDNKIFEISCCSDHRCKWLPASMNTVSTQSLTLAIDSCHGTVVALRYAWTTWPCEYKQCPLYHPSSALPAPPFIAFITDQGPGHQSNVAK
LEDGF integ inh – blockers of LEDGF/p75-dependent integrase strand transfer – biochemical, TR-FRET, high throughput, primary screen; HIV-1 integrase (with human LEDGF/p75); hit rate 0.64% among 370,000; inhibition, % at 3.7 µM; TR-FRET IN-LEDGF/p75 DNA integration, Eu/Cy5;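 active means inhibition above the screen-wide mean plus 3 SD, cut at about 13% in these data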;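 further: signal is the Cy5 over europium emission ratio at 671 and 618 nm; 0% = plate median of compound wells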
TDP2 absorb – human TDP2 enzyme inhibitors, primary screen, biochemical, epi absorbance, recombinant enzyme | T5PNP hydrolysis, p-nitrophenol absorbance 415 nm | inhibition, % at 12.8 µM | hit rate 0.34% among 370,000 | AID 720702, 2013;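 active means inhibition above the mean of all tested compounds plus 3 SD, set per campaign, cut at about 25% in these data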;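 further: 0% = DMSO with enzyme and 100% = buffer with substrate but no TDP2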
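Incubation: 2 h at 37 °C; Test system: recombinant human TDP2; Quantity: enzyme 120 nM; Read-out basis: percent inhibition; Medium: 50 mM Tris-HCl pH 7.5 with Mg2+, KCl, DTT, BSA; Repeats: single replicate; Compound: 12.8 µM single point, 1% DMSO; Signal: epi absorbance; Reagent: 5 mM T5PNP chromogenic substrate; Benchmarks: no-enzyme high, DMSO-plus-enzyme low.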
NR1D1 modulator – modulators of Rev-erb alpha DNA binding, primary screen, biochemical, FITC-DNA, fluorescence polarization, uHTS. Nuclear receptor subfamily 1 group D member 1 (Homo sapiens), P20393. Rev-erbα–FITC-DNA binding, 90 min. hit rate 0.79% among 370,000. activity, % at 10 µM. AID 1259318, 2017;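 active means activity above about 14%, limit read from the data; passing the limit was not always enough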;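 further: 0% = DMSO wells with 35 nM protein and 100% = DMSO wells with 750 nM protein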
The depositor's hits bear a star; · = not tested or not shown.

no.	Molecule	ABHD4 inh	rCAG binder	TCR CD3 inh	HTRA1 inhibitor	PRMT1 FP inh	PG9 Ab binder	SIAE primary	LEDGF integ inh	TDP2 absorb	NR1D1 modulator
1	CCCc1nc(SCc2ccc(Cl)cc2Cl)n[nH]1	-5	-2	3	-2	0	0.1	0	-4	-6	-8
2	CCOc1ccccc1NC(=O)NCc1cccnc1	0	3	-4	1	3	0.8	-8	0	7	-1
3	Cc1onc(-c2ccccc2)c1C(=O)N1CCN(c2ccc([N+](=O)[O-])cc2)CC1	6	1	-8	2	-2	-2.1	0	2	-6	0
4	Cc1cc(=O)[nH]c(SCC(=O)Nc2nnc(CC(C)C)s2)n1	-10	-2	-7	5	2	-0.3	-2	2	-3	-1
5	Cc1nn(C)c(C(=O)N/N=C/c2cccnc2)c1Cl	2	-2	15	1	4	-3.7	-5	4	-8	1
6	O=C(c1ccncc1)N1CCN(S(=O)(=O)c2cccc(Cl)c2)CC1	-9	1	1	-2	-4	-1.7	-12	4	-12	2
7	O=C(COC(=O)CNC(=O)c1ccccc1)Nc1ccc(S(=O)(=O)N2CCCC2)cc1	3	8	1	-4	3	-1.1	2	-8	-11	-1
8	COc1cccc(Cl)c1NC(=O)N1CCN(c2ccnc3cc(Cl)ccc23)CC1	-11	0	0	-35	-2	-0.9	-2	3	1	-3
9	CC(=O)Nc1cccc(OCC(=O)Nc2ccccc2)c1	2	-1	4	3	-4	0.2	-1	-1	0	6
10	N#CC12COC3(CCCCC3C1(C#N)C#N)OC2=N (stereo not given)	24	-16	13	21	35*	0.5	10	9	5	2
11	CCS(=O)(=O)N1CCN(c2ccc(C(=O)NC3C4CC5CC(C4)CC3C5)cc2[N+](=O)[O-])CC1 (stereo not given)	1	-3	-1	6	2	0.0	1	-4	-9	0
12	CCCCOC(=O)c1ccc(NC(=O)COC(=O)C2CSC3(C)CCC(=O)N23)cc1 (stereo not given)	-19	0	5	-8	-3	-0.8	-20	2	-25	2

Structures above that contain an NH in an aromatic ring:
no.	Molecule	ABHD4 inh	rCAG binder	TCR CD3 inh	HTRA1 inhibitor	PRMT1 FP inh	PG9 Ab binder	SIAE primary	LEDGF integ inh	TDP2 absorb	NR1D1 modulator
1	CCCc1nc(SCc2ccc(Cl)cc2Cl)n[nH]1	-5	-2	3	-2	0	0.1	0	-4	-6	-8
4	Cc1cc(=O)[nH]c(SCC(=O)Nc2nnc(CC(C)C)s2)n1	-10	-2	-7	5	2	-0.3	-2	2	-3	-1

Remaining list, next part
no.	Molecule	ABHD4 inh	rCAG binder	TCR CD3 inh	HTRA1 inhibitor	PRMT1 FP inh	PG9 Ab binder	SIAE primary	LEDGF integ inh	TDP2 absorb	NR1D1 modulator
13	Cc1c(Cl)cccc1NC(=O)CCCCCN1C(=O)CCC1=O	-9	-3	3	1	1	-0.2	6	-1	4	-1
14	COc1cc(C=O)ccc1OCC(=O)Nc1ccc2c(c1)OCO2	-7	-3	-7	2	3	-3.5	5	-2	7	-2
15	O=C(c1cccc(S(=O)(=O)Nc2ccccc2Cl)c1)N1CCN(C(=O)c2ccco2)CC1	3	7	7	3	1	-0.2	13	-5	1	9
16	Cc1ccc(S(=O)(=O)N2CCOCC2)cc1C(=O)N1CCN(c2ncccn2)CC1	-5	-5	-11	-1	-1	-0.8	9	0	-3	4
17	COC(c1ccccc1)c1nnc(CCC(=O)NCCc2ccc(Cl)cc2)o1 (stereo not given)	-2	-9	-4	7	-2	-0.6	-5	-3	6	1
18	CNc1nc(N)c([N+](=O)[O-])c(NCCO)n1	4	1	-4	-1	0	-1.7	-2	1	-3	0
19	Cc1cccc(NC(=O)c2ccc3c(c2)OCCO3)c1	-11	-1	-4	0	6	-0.9	0	-6	-10	1
20	C[C@@H]1Cn2cnc(C(=O)NCC(=O)OC(C)(C)C)c2C(=O)N1	1	-1	0	3	0	-0.5	2	-5	2	-5
21	COc1cccc(/C=N/NC(=O)C(=O)N2CCCC2)c1O	-8	0	-5	-6	0	-0.3	0	-8	-1	-2
22	COc1cc2ccccc2cc1C(=O)N/N=C/c1cccs1	-9	0	-6	-14	1	-0.3	-5	-2	4	0
23	CC(=O)N1CCC(C(=O)N2c3ccccc3N=C(c3ccc4c(c3)OCO4)C2C(=O)Nc2c(C)cccc2C)CC1 (stereo not given)	4	7	0	·	2	-1.4	2	-5	-1	-2
24	CC1CC(C)CN(CCCNC(=O)Cc2c(C(=O)O)[nH]c3ccccc23)C1 (stereo not given)	-3	1	3	6	-2	0.0	2	0	6	-3
25	COc1ccc(S(=O)(=O)N2CCN(CC(=O)Nc3ccccc3Cl)CC2)cc1	-14	-4	-6	-7	7	2.4	0	-5	-17	-4
26	CC(C(=O)NCc1ccccc1)N1CCN(c2ccc(F)cc2)CC1 (stereo not given)	7	-1	-8	-1	-3	0.1	0	9	-5	4
27	Cc1cc(S(=O)(=O)N2CCN(c3ncccn3)CC2)ccc1-n1cnnn1	-10	3	-1	-1	5	0.5	-3	-1	-9	5
28	O=C(O)CCN1C(=O)C2C3c4ccccc4C(c4ccccc43)[C@@H]2C1=O (stereo not given in full)	6	-3	-5	4	4	1.4	2	-4	15	1
29	CNc1nc(Nc2ccccc2)nc(OCC(F)(F)F)n1	-6	1	-2	-1	-1	-3.2	-1	0	4	-2
30	CCCc1cc(C(=O)N2CCN(c3ccc(C(F)(F)F)cn3)CC2)sc1C	-30	-1	-9	-36	-5	-1.4	3	11	-23	1
31	CN(C)c1ccc(C#Cc2ccc3cc(CCCO)oc(=O)c3c2)cc1	2	7	-1	6	-3	1.5	-3	0	0	28*
32	Cc1c(Cl)c([N+](=O)[O-])nn1CC(=O)Nc1c(C)n(C)n(-c2ccccc2)c1=O	-5	0	7	4	-3	-1.1	4	5	8	4
33	C/C(CC(=O)Nc1ccc(N(C)C)cc1)=N\NC(=O)c1ccc([N+](=O)[O-])cc1Cl	25	3	-2	11	2	-2.7	-4	0	-7	-3
34	COC(=O)C1(C)NC(c2ccco2)C2C(=O)N(c3ccc(C)cc3)C(=O)C21 (stereo not given)	5	1	-2	5	-1	-1.8	-2	1	2	-1
35	Cc1c(/C=C(\C#N)C(=O)NCc2ccccc2)cc(C#N)n1C	-1	-3	6	2	-1	-0.1	-3	0	2	-6
36	Cc1nc2ccccc2nc(C)c1=NOCc1ccccc1Cl	3	8	-4	-6	3	0.1	5	1	3	8
37	Cc1ccccc1C(=O)N1CCC(C(=O)NC2CCCCC2)CC1	-1	-4	-4	5	3	0.9	3	1	6	2
38	Cc1ccc(-c2nnnn2-c2ccc(C)cc2)cc1	2	-5	6	-1	-6	-0.9	5	3	8	-2
39	CCCCc1cc(=O)oc2cc(C)cc(OC(C)C(=O)O)c12 (stereo not given)	0	7	3	6	-1	0.9	12	1	1	0
40	NC1(CO)COC(c2ccccc2)OC1 (stereo not given)	3	1	2	5	-1	0.2	3	0	-6	0
41	CC(=O)Nc1ccc(NC(=O)CCCN2C(=O)c3ccccc3C2=O)cc1	-4	1	3	-1	0	0.1	-1	2	10	-4
42	O=C(NCCCN1CCCC1=O)NC12CC3CC(CC(C3)C1)C2	0	-4	2	6	-1	0.6	6	0	-4	-4
43	Cc1cc(S(=O)(=O)NCC(c2ccc(F)cc2)N2CCN(C)CC2)ccc1F (stereo not given)	2	-5	5	16	-2	-0.6	-4	-1	11	-5
44	Cc1cc(C)n(C(=O)c2cc([N+](=O)[O-])cc([N+](=O)[O-])c2)n1	-6	2	-5	6	-3	-1.4	-1	-2	-8	0
45	COc1ccc(-c2ocnc2C(=O)N2CCN(Cc3cccnc3)CC2)cc1	-7	-1	-6	6	-2	-0.3	-4	3	-12	5
46	COc1ccccc1NC(=O)CN1CCN(C2c3ccccc3-c3ccccc32)CC1	-3	6	5	-44	-2	-0.4	-2	1	-2	6
47	COc1ccc(-c2csc(NC(=O)CCCc3cccs3)n2)cc1	2	2	4	-6	-2	-2.2	-3	3	-1	-4
48	CCn1ncc2c1C(=O)NC1c3ccccc3C(=O)N21 (stereo not given)	2	-3	8	3	-2	-0.5	2	-4	-7	-1
49	COC(=O)c1ccc(C(=O)OC)c(NC(=O)C2CC2)c1	4	-1	1	3	0	1.6	-1	-2	6	5
50	Cc1ccc(CN2CCC(n3nccc3NC(=O)c3ccccc3C)CC2)o1	-1	-4	-5	6	1	1.5	13	-1	7	1
51	Cn1cccc1C(=O)OCc1ccc(C(C)(C)C)cc1	-3	-2	4	-1	-6	-1.1	0	5	-2	7
52	CCOC(=O)Cn1cc(/C=N/NC(=O)CC#N)c2ccccc21	3	7	6	-1	-7	-2.7	4	3	-15	-1
53	O=C(/C=C/c1cccc(F)c1)Nc1ccc(S(=O)(=O)Nc2ncccn2)cc1	-15	11	-4	-10	2	-2.2	-9	3	5	-3
54	O=C(NCc1cccc(Br)c1)C1CC(c2cc(C(F)(F)F)cc(C(F)(F)F)c2)=NO1 (stereo not given)	-5	10	-2	-4	-2	1.4	-5	-3	2	4
55	Cc1cc(C(=O)N/N=C/c2ccc(O)c(O)c2O)c(C)n1-c1ccccc1	61*	31	30*	67*	4	-0.1	15	6	2	-5
56	COc1ccc(CNC(=O)CN2C(=O)NC(C)(c3cccc(Br)c3)C2=O)cc1 (stereo not given)	0	2	-4	-4	-3	-1.2	1	1	3	-1
57	CC1CN=C(N(Cc2ccccc2)C(=O)Nc2ccccc2)S1 (stereo not given)	5	1	-2	4	-2	0.0	9	0	-1	-1
58	CN1C(=O)C2(OCC(CO)([N+](=O)[O-])CO2)c2ccccc21 (stereo not given)	6	1	2	3	0	-2.4	2	-3	4	-3
59	COc1ccc(N(C(=O)CNC(=O)c2ccco2)C(C(=O)NC2CCCCC2)c2cccnc2)cc1 (stereo not given)	-2	0	-3	-6	-4	-0.3	-3	4	6	3
60	CC1/C(=N/O)C(CN(C)C)C2CC1C2(C)C (stereo not given)	5	-3	-3	-4	0	-0.2	-2	0	8	3
61	CCOC(=O)c1oc2ccccc2c1NC(=O)Cc1cccs1	-1	-1	2	-8	-1	-0.2	-7	-2	-2	3
62	Cc1c(C(=O)N(CCc2ccccc2)Cc2ccccc2)cccc1[N+](=O)[O-]	1	-4	-1	-24	-1	-0.6	-1	3	5	-1

An excerpt, so the mix of outcomes need not match the whole.
